HePTP inhibitor: blocks human HePTP tyrosine phosphatase. inhibition, % at 20 µM. 110,000 compounds, 0.64% hits. recombinant HePTP phosphatase activity, OD absorbance. P35236; in the data active = inhibition above about 50%;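 note: plate controls were vehicle for no effect and reference inhibitor for full effect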
Target sequence (P35236 whole entry, looked up): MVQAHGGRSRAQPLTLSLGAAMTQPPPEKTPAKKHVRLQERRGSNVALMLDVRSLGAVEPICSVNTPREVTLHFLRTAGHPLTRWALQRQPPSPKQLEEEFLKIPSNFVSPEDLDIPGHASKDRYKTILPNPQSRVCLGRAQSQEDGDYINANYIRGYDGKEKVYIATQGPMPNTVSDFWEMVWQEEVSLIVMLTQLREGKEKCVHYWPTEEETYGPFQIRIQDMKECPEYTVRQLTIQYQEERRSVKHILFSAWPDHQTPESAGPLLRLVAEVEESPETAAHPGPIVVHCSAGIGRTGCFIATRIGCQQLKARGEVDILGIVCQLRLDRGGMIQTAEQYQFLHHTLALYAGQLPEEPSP
BAP1 block: inhibitors of human BAP1 deubiquitinase | Q92560 | recombinant BAP1, Ub-AMC hydrolysis fluorescence kinetic; active compounds read low | AID 436 | activity remaining (% of control), % at 20 µM | 72,000 compounds, 0.48% hits;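 active = activity remaining at or below 50% of control, provided the compound also passes the data quality filters; inactive = the rest, including low values that fail the filters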;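 note: 100% = DMSO wells rate and 0% = substrate alone blank rate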
Target sequence (Q92560 whole entry, looked up): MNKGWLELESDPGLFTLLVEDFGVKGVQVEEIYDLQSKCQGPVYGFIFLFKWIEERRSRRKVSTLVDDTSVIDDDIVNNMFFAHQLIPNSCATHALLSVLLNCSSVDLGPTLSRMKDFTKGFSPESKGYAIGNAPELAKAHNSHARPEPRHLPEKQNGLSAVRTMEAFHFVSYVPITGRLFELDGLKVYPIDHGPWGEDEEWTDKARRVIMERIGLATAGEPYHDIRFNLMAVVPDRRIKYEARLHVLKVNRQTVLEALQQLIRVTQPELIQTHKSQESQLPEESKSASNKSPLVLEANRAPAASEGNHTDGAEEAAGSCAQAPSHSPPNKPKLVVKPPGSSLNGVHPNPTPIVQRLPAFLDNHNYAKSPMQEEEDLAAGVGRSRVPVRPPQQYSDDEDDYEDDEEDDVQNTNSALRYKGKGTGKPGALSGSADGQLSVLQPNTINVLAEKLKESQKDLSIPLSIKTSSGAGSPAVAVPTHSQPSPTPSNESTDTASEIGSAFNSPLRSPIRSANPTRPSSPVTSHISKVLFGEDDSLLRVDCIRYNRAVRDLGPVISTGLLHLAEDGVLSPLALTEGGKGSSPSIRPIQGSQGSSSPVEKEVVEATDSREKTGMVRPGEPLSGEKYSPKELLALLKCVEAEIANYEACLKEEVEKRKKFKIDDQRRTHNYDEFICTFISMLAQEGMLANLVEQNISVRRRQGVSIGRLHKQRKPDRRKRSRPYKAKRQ
Starred values were filed as active, the others as inactive; nt = no result given; & = joins results of further samples. No enrichment for hits; 0.95% or so of the library scored in one or more.

HePTP inhibitor,BAP1 block,smiles
7.6,nt,CCNc1nc(C)cc(COC)c1C#N
12.7,50.9,CCOC(=O)c1sc(NC(=O)CSc2nnc(Cc3ccccc3)o2)c(C#N)c1C
8.2,98.4,COc1ccc(NC(=O)C2CCCN(S(=O)(=O)c3cccnc3)C2)c(OC)c1 (stereo not given)
4.3,nt,Cc1ccc(OCC(=O)N2CCN(c3ccc([N+](=O)[O-])cc3)CC2)cc1
3.7,100.5,O=C(O)c1cc(-c2ccco2)[nH]n1
nt,121.1,CCCOC(=O)C1=C(C)N(C)C(=O)NC1c1ccc(O)c(OC)c1 (stereo not given)
9.9,nt,O=C1c2cccc3cccc(c23)C(=O)N1/N=C/c1ccc(Cl)cc1
-6.3,65.7,CCN1C(=O)CC(N2CCC(Nc3ccc(F)cc3)CC2)C1=O (stereo not given)
nt,64.2,COCCCNc1nc2c(c(=O)n(C)c(=O)n2C)n1Cc1ccc(C)cc1
6.2,108.3,OC(CN1CCN(c2cccc(C(F)(F)F)c2)CC1)c1c[nH]c2ccccc12 (stereo not given)

(more compounds)
HePTP inhibitor,BAP1 block,smiles
10.4,98.2,COc1ccccc1-n1c(CNc2c(C)cccc2C)nnc1SCC(=O)N1CCOCC1
-5.5,nt,COc1ccccc1-c1cc(C(F)(F)F)nc(N2CCCC2)n1
-0.8,59.5,Cc1ccc2cc(CN(Cc3ccco3)C(=O)C3CCCCC3)c(=O)[nH]c2c1C
-2.4,nt,O=C(NNC(=O)c1cccc(Cl)c1)c1cccnc1
0.4,88.3,O=C(C1CC1c1ccccc1)N1CCOCC1 (stereo not given)
-0.1,nt,O=c1/c(=C/c2cccs2)sc2nc3ccccc3n12
5.0,88.6,COc1ccccc1CNC(=O)c1ccc(NS(=O)(=O)c2c(C)noc2C)cc1
3.1,86.7,COc1cc2[nH]c(=O)n(CCCCCC(=O)NCCCN3CCCC3=O)c(=O)c2cc1OC
4.2,98.4,CCOC(=O)CSc1nc2ccccc2n2cnnc12
14.5,nt,O=C(COc1ccccc1)N1CCN(S(=O)(=O)c2cccs2)CC1

Following part.
HePTP inhibitor,BAP1 block,smiles
9.4,69.1,CCC(=O)c1ccc(N2CCN(C(=O)Cc3ccccc3)CC2)c(F)c1
nt,87.7,CCN1CCc2nc(N)oc2CC1
nt,63.9,COc1cc(-c2c(C#N)c(N)n3c(nc4ccccc43)c2C#N)ccc1OCc1ccccc1
2.6,nt,O=S(=O)(c1cccc(-c2cn3cccnc3n2)c1)N1CCOCC1
10.7,nt,O=[N+]([O-])c1ccc(NCCCN2CCOCC2)c(Cl)c1
1.6,110.0,Cc1cc(C(=O)NCCCN2CCCC2=O)cs1
4.0,nt,CCSc1cnc(-c2ccccc2)n1CC
11.2,nt,CCOC(=O)C1=C(C)N=c2s/c(=C\c3ccccc3)c(=O)n2C1/C=C/c1ccccc1 (stereo not given)
2.9,90.8,O=C(Cn1nc(-c2ccc(Cl)cc2)ccc1=O)NCC1CCCO1 (stereo not given)
6.9,nt,Cc1ccc(-n2c(SCC(=O)N3CCCC3)nc3c(c2=O)SCC3)cc1

(continued)
HePTP inhibitor,BAP1 block,smiles
-4.5,nt,N#CC1=C(N)Oc2cc(N)ccc2C1c1ccc(OCc2ccccc2)cc1 (stereo not given)
10.9,98.9,O=C(Nc1ccc2c(c1)OCO2)C1CCN(Cc2cnn(-c3ccccc3)c2-n2cccc2)CC1
0.1,79.8,CCN(Cc1ccccc1)S(=O)(=O)c1ccc(C(=O)Nc2nnc(C3CC3)o2)cc1
-10.3,nt,CN1/C(=C\C(=O)COC(=O)CN2C(=O)C3CC=CCC3C2=O)C(C)(C)c2ccccc21 (stereo not given)
-5.6,106.9,CCc1ccc(NC(=O)CNS(=O)(=O)c2c(C)noc2C)cc1
2.5,nt,CCOC(=O)C1=C(N)Oc2cc(O)ccc2C1c1ccccc1 (stereo not given)
9.9,nt,COc1ccc2c(c1[N+](=O)[O-])CCC/C2=N\OC(=O)c1ccccc1
5.8,nt,O=C(COc1ccc([N+](=O)[O-])cc1)Nc1cccc2nsnc12
0.9,nt,Cc1ccc2nc3c(N)c(Cl)cc4c3c(c2c1)-c1ccccc1C4=O
-0.3,nt,O=S(=O)(NOCc1ccccc1)c1ccccc1

Of the compounds above, 4 have a nitro group on carbon.
HePTP inhibitor,BAP1 block,smiles
4.3,nt,Cc1ccc(OCC(=O)N2CCN(c3ccc([N+](=O)[O-])cc3)CC2)cc1
10.7,nt,O=[N+]([O-])c1ccc(NCCCN2CCOCC2)c(Cl)c1
9.9,nt,COc1ccc2c(c1[N+](=O)[O-])CCC/C2=N\OC(=O)c1ccccc1
5.8,nt,O=C(COc1ccc([N+](=O)[O-])cc1)Nc1cccc2nsnc12

Further entries.
HePTP inhibitor,BAP1 block,smiles
10.9,92.3,CC(C)(C#N)N([O-])C=C[N+](=O)C(C)(C)C#N
2.0,84.7,Cc1ccc(C(=O)CSc2nc(C)cc(SCc3nnc(-c4ccccc4)o3)n2)cc1
7.1,82.1,Cc1sc2nc3ccc(N4CCCC4)nn3c(=O)c2c1C
-4.9,86.7,COC(=O)c1c(NC(=O)CN2CCC(C)CC2)c2c(C)cccc2n1C
3.5,nt,c1ccc(Oc2cccc(CN3CCN(Cc4ccncc4)CC3)c2)cc1
5.5,96.6,Cc1ccc(S(=O)(=O)N2CCN(c3nc(C)nc4sc(C)c(C)c34)CC2)cc1
7.1,nt,O=C(NN1CCOCC1)c1ccc(-c2ccccc2)cc1
nt,96.4,CCc1ccc(C(=O)Nc2ccc(Cl)cn2)cc1
-5.2,84.3,CC1CN(C2CC(C)(C)NC(C)(C)C2)CCC1=O (stereo not given)
9.8,nt,O=c1[nH]c2ccccc2nc1/C=C(\O)c1cccs1

(list continues)
HePTP inhibitor,BAP1 block,smiles
nt,131.4,O=[N+]([O-])c1ccc(C=CC=Nc2ccc3oc(-c4cccc5ccccc45)nc3c2)cc1
5.3,83.1,Cc1csc(NC(=O)CSc2nsc(SCC(=O)Nc3nc(C)cs3)c2C#N)n1
6.1,nt,COC(=O)c1cccc(NC(=O)COc2ccc(-c3ccc(C)cc3)cc2)c1
10.0,103.9,COc1ccc(N2C(=O)CCC(C(=O)O)C2c2ccc(F)cc2)cc1 (stereo not given)
-1.3,nt,O=C(c1cccnc1)N1CCN(C(=O)c2ccco2)CC1
3.6,97.0,CC(=O)N1CCc2cc(S(=O)(=O)NC(CC(C)C)C(=O)N3CCc4ccccc4C3)ccc21 (stereo not given)
6.4,96.2,CCOc1cc(-c2nc(-c3ccc(OC)cc3)no2)cc(OCC)c1OCC
-5.0,92.1,O=C(C1CCC(CNc2c(N3CCOCC3)c(=O)c2=O)CC1)N1CCN(c2ccccc2)CC1 (stereo not given)
16.9,nt,COc1cc(/C=C2\NC(=S)NC2=O)c([N+](=O)[O-])cc1OC
0.1,nt,CCOC(=O)Cc1csc(SCn2nnc3ccccc3c2=O)n1

Further compounds.
HePTP inhibitor,BAP1 block,smiles
-4.5,94.1,COc1ccccc1OCCn1c(=O)sc2ccccc21
9.7,nt,Cc1oc(C)c2c(=O)cc(-c3ccc(O)cc3)cc(O)c12
7.7,106.9,CSCCC(Nc1nc2ccccc2s1)C(=O)O (stereo not given)
7.4,nt,Cc1ccc(O)c(C(=O)c2cnc3c(c2)CN(CCC(C)C)C(=O)N3)c1
5.0,nt,Cc1cc(C)nc(NS(=O)(=O)c2ccc(-n3cccc3)cc2)n1
6.5,67.2,COc1cccc2sc(N3CCN(c4nc5ccccc5s4)CC3)nc12
3.4,103.9,COc1ccc(CCNC(=O)CSc2nnc(Cn3c(=O)sc4ccccc43)n2C)cc1OC
nt,73.9,CCOC(=O)c1cc(-c2ccc(F)cc2)no1
-11.5,101.8,CCOC(=O)c1ccc(CSc2n[nH]c(C)n2)o1
9.4,76.6,O=C(Nc1ccc(-c2nc3ccccc3o2)cc1)C1CCCO1 (stereo not given)

Remaining list, next part:
HePTP inhibitor,BAP1 block,smiles
0.0,nt,c1ccc(-c2csc(Nc3nc(N4CCOCC4)nc(N4CCOCC4)n3)n2)cc1
8.1,nt,O=C(NCc1ccc2c(c1)OCO2)C(=O)Nc1ccccc1
-4.3,55.3,CCCCOC(=O)C1[C@H]2C(=O)N(CCc3ccccc3)C[C@]23C=C[C@H]1O3 (stereo not given in full)
8.8,57.0,O=C(O)C1C2C=CC(O2)C1C(=O)NCCC1=CCCCC1 (stereo not given)
9.0,nt,Cc1ccc(NC2CC(C)N(C(=O)c3ccc(F)cc3)c3ccc(C)cc32)cc1 (stereo not given)
-0.9,nt,COc1ccc(NC(=O)c2ccc(NC(=O)C(C)(C)C)cc2)cc1
5.9,88.0,CCCS(=O)(=O)N1CCN(c2ccccn2)CC1
-0.7,91.5,O=C(c1ccco1)N1CCN(C(=O)c2cc(-c3ccccn3)nc3ccccc23)CC1
12.1,nt,O=C(Nc1ccc(Br)c(Br)c1)c1ncn[nH]1
5.7,125.0,CCn1c(=O)c(C(=O)NCc2cccnc2)c(O)c2ccccc21

Given with tabs: 5 of the compounds above
smiles	HePTP inhibitor	BAP1 block
Cc1ccc(NC2CC(C)N(C(=O)c3ccc(F)cc3)c3ccc(C)cc32)cc1 (stereo not given)	9.0	nt
COc1ccc(NC(=O)c2ccc(NC(=O)C(C)(C)C)cc2)cc1	-0.9	nt
CCCS(=O)(=O)N1CCN(c2ccccn2)CC1	5.9	88.0
O=C(c1ccco1)N1CCN(C(=O)c2cc(-c3ccccn3)nc3ccccc23)CC1	-0.7	91.5
O=C(Nc1ccc(Br)c(Br)c1)c1ncn[nH]1	12.1	nt

Following part.
HePTP inhibitor,BAP1 block,smiles
3.3,97.1,CCC(=O)Nc1ccc(NC(=O)c2c(C)nc3ccccn23)cc1
4.6,nt,CN(C)c1ccc(/C=C2/C(=O)ON=C2c2ccccc2)cc1Br
9.1,72.1,Cc1cc(=O)[nH]c(SCc2nc3ccccc3n2Cc2ccccc2)n1
16.1,100.9,O=C(CCC1COc2ccccc2O1)Nc1ccc(Cl)cn1 (stereo not given)
9.6,nt,CCOC(=O)c1c(NC(=O)c2cccc([N+](=O)[O-])c2)sc2c1CCC(CC)C2 (stereo not given)
2.8,nt,COc1ccc2oc(=O)c(C(=O)NCc3ccccc3)cc2c1
-11.3,nt,CCc1ccc(OCC(=O)Nc2ccc(-c3nc4cc(C)c(C)cc4o3)c(O)c2)cc1
-0.5,101.3,CC(C)N1C(=O)CCC1C(=O)NC1CCCC1 (stereo not given)
96.5*,nt,COC(=O)C1=C(C)N(CCc2ccc(OC)c(OC)c2)C(=O)C1
0.4,82.6,N=c1c2c(n(Cc3ccc(F)cc3)c3c1CCC3)CCC2

(further entries)
HePTP inhibitor,BAP1 block,smiles
nt,54.1,O=c1cc[nH]cc1[N+](=O)[O-]
-10.6,nt,O=C(c1ccccc1I)N1CCN(c2cccc(Cl)c2)CC1
-4.9,85.0,O=C(/C=C\Nc1cccc(F)c1)c1ccc2c(c1)OCO2
nt,91.1,C=CCN(CC=C)S(=O)(=O)c1ccc(C(=O)Nc2nc3ccc4ccccc4c3s2)cc1
-3.2,94.2,O=C(CN1CCCCC1)Nc1nnc(-c2ccccc2)s1
nt,86.1,CC(C)C[C@H](N)CSSC[C@@H](N)CC(C)C
3.4,nt,CCC(Oc1ccccc1)C(=O)Nc1ccc(F)c([N+](=O)[O-])c1 (stereo not given)
-0.2,nt,O=C(CCC(NC(=O)c1ccccc1)C(=O)NCCCO)OCc1ccccc1 (stereo not given)
6.5,103.8,CC(C)C1N(C(=O)CN2CCCC2)CCN1S(=O)(=O)c1ccccc1 (stereo not given)
nt,157.9,Cc1cccc(NC(=O)COc2ccc(C(C)C)cc2)c1

Next entries:
HePTP inhibitor,BAP1 block,smiles
-16.0,nt,CSC1=NC2(CCCCC2)CC12C=CC(=O)C=C2
-0.1,nt,COC(=O)c1ccccc1NC(=O)c1ccc(-c2ccccc2)cc1
-13.8,nt,N#CN=C1CCCN1C(=O)c1ccccc1
8.1,92.8,COc1ccccc1N1C(=O)C2C3C=CC(C3)C2(C)C1=O (stereo not given)
-3.9,nt,CC(C)COc1ccc(C(=O)Nc2ccc(Cl)c(Cl)c2)cc1
6.4,93.8,CCCc1cc(N2CCCC(C(=O)Nc3cc(Cl)ccc3OC)C2)n2ncnc2n1 (stereo not given)
12.1&8.6,89.6,Cc1ccc2occ(C(=O)c3ccco3)c(=O)c2c1
3.8,95.5,CCOC(=O)c1oc2cccc(OCC(O)CNC(C)C)c2c1C (stereo not given)
-4.9,nt,COC(=O)C1=C(C)NC(C)=C(C(=O)OC)C1c1ccc(OC)c([N+](=O)[O-])c1
7.1,nt,CC(C)COc1ccc(C(=O)Nc2ccc(F)cc2)cc1

More results:
HePTP inhibitor,BAP1 block,smiles
-16.4,nt,Cc1ccc(Cl)cc1NC(=O)CSc1nnc(SCC(=O)Nc2cc(Cl)ccc2C)s1
-2.9,91.2,CCOC(=O)c1nnn(-c2nonc2N)c1COc1ccccc1
-1.6,110.2,COc1cc(CC(=O)NCc2ccc3c(c2)OCO3)cc(OC)c1OC
6.3,98.9,Cc1ccc(N2C(=O)CSC2c2cccnc2)cc1F (stereo not given)
-3.3,83.3,CCc1cc(C=NC2CCCCC2)c(O)s1
102.5*,nt,C=CCN=C1CC(C)(C)CC(=O)/C1=C(/O)CCC
1.1,102.6,COc1ccc(CCNC(=O)CCS(=O)(=O)c2ccc3c(c2)CCN3C(C)=O)cc1OC
-9.8,63.7&78.9,O=C(Nc1nc(-c2ccccn2)cs1)c1ccc(S(=O)(=O)N2CCCCC2)cc1
-1.1,88.3,O=C(NCCN1CCOCC1)c1csc2c1CCCCC2
-11.5,nt,COc1ccc(NC(=O)c2ccc(CN(c3ccccc3)S(C)(=O)=O)cc2)cc1OC
-6.4,115.1,COc1ccc(CCC(=O)Nc2nc3c(s2)CN(C)CC3)cc1OC
5.2&-3.8,127.1,CCCCN(C)Cc1c(C)[nH]c2c(Cl)cccc2c1=O
7.0,nt,COCCCNC(=O)CN(c1cc(OC)ccc1OC)S(C)(=O)=O

Bioassay records as filed in PubChem BioAssay.
